From PubChem
S2 tox: Viability Counterscreen for Primary qHTS for Inhibitors of ATXN expression; S2 cells (HEK-293 line with an ATXN2-luciferase reporter) viability, CellTiter-Fluor protease fluorescence, 24 h; Potency, µM (series often up to 56.7 µM), most hits filed as cytotoxic; 400,000 tested, 0.49% active; AID 651635, 2014; also: potency is read from the fitted curve at half-maximal effect; nearly all actives have a fitted effect of over 40% in size
KB-3-1 cytotox: qHTS assay for MDR1-selective chemotherapeutics: Primary screen using the parental adenocarcinoma cell KB-3-1 | 400,000 tested, 1.4% active | Potency, µM (titrated, usually from 46.1 µM), without a hit: at the highest dose activity change, negative = cytotoxic, most hits filed as cytotoxic | KB-3-1 viability, CellTiter-Glo ATP luminescence, 72 h | AID 1347075, 2019; also: potency is read from the fitted curve at half-maximal effect; % is scaled to controls: 0 for no effect and ±100 for the full control effect; nearly all actives have a fitted effect of over 60% in size
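Luminescent ATP read-out (CellTiter-Glo) measures survival of drug-naive KB-3-1 cells after 72 h compound exposure at 37 °C. Titration series was screened from lowest to highest concentration, with DMSO vehicle plates as background controls.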
HepG2 tox: qHTS for Inhibitors of TGF-b: Cytotox Counterscreen | HepG2 CAGA-GFP viability, ATP luminescence, 18 h | Potency, µM (top dose mostly 46.1 µM), inactives show top-dose activity change, negative = cytotoxicity, actives largely listed as cytotoxic | 410,000 tested, 0.76% active | AID 588856, 2011; also: potency is read from the fitted curve at half-maximal effect; some results filed as inactive show a strong effect at the top dose
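CellTiter-Glo luminescence gave cytotoxicity after 18 hours at 37 degrees C. The cells were HepG2 CAGA-GFP in 1% FBS DMEM, stimulated with 500 pg/mL TGF-beta after compound addition. %Activity was normalised to no-cell wells (complete cell-killing) and DMSO (no toxicity), and curves were fitted and classified.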
MCF10A rerep: A quantitative high throughput screen for small molecules that induce DNA re-replication in MCF 10a normal breast cells; 350,000 tested, 2.9% active; Potency, µM (highest dose often 46.1 µM), inactives show at the highest dose activity, positive = re-replication, actives largely listed as activators; MCF 10A DNA re-replication, Hoechst nuclear intensity, 48 h; AID 624296, 2012; also: potency is read from the fitted curve at half-maximal effect; % of control where 0% means no effect; nearly all actives have a fitted effect of over 50% in size
IL-1B inflam inh: qHTS for Inhibitors of Inflammasome Signaling: IL-1-beta AlphaLISA Primary Screen. THP-1 LPS/ATP IL-1B secretion, AlphaLISA, 16 h; hits give low values. 360,000 tested, 4.7% active. activity change, % at 57.5 µM. AID 743279, 2014; in the data active = activity change below about -50%; inconclusive = mostly about -30% to -49%; also: % is scaled to controls: 0 for no effect and ±100 for the full control effect
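Secreted IL-1B measured by AlphaLISA bead assay after 16 h compound exposure of THP-1 cells; compounds (final up to 57.5 uM) added 1 h before LPS (250 ng/mL) and ATP (1.25 mM) stimulation; lower signal means less secretion.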
HT1080NT lethal: qHTS for induction of synthetic lethality in tumor cells producing 2HG: qHTS for the HT-1080-NT fibrosarcoma cell line; AID 686970, 2013; Potency, µM (titrated, usually from 46.1 µM), without a hit: at the top dose activity, negative = less viability, hits mostly cytotoxic; 360,000 tested, 1.6% active; HT-1080-NT fibrosarcoma viability, CellTiter-Glo ATP luminescence, 48 h;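 also: NT is the 2HG producing partner of a matched IDH1 knockdown line; potency is read from the fitted curve at half-maximal effect; 0% = DMSO-treated cells and -100% = media-only wells without cells; nearly all actives have a fitted effect of over 55% in size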
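750 cells/well, RPMI + 5% FBS; 2 h settle, compound pin-transfer, 48 h at 37 degrees C. CellTiter-Glo 10 min RT, luminescence. Normalized to DMSO and media-only wells.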
ATXN2 expr inh: Primary qHTS for Inhibitors of ATXN expression; HEK-293 ATXN2-luciferase reporter, luminescence, 24 h; Potency, µM (titrated, usually from 57 µM), for inactives: top-dose activity change, negative = inhibition, actives largely listed as inhibitors; 360,000 tested, 0.72% active; AID 1745845, 2022; also: potency is read from the fitted curve at half-maximal effect; % is scaled to controls: 0 for no effect and ±100 for the full control effect; nearly all actives have a fitted effect of over 55% in size
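qHTS (up to 57 uM final) was run with 24 h compound exposure of reporter cells at 37 °C. Each well was multiplexed: SteadyGlo luminescence measured ATXN2-luciferase expression after a fluorogenic Gly-Phe-AFC viability readout (25 uM final).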
SW480 rereplic: A quantitative high throughput screen for small molecules that induce DNA re-replication in SW480 colon adenocarcinoma cells; SW480 DNA re-replication, Hoechst DNA content imaging, 48 h; 340,000 tested, 1.8% active; Potency, µM (doses to about 46.1 µM), for the others: at the top dose re-replication activation, most hits filed as activators; AID 624297, 2012; also: potency is read from the fitted curve at half-maximal effect; % of control where 0% means no effect; nearly all actives have a fitted effect of over 55% in size
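First, 250 cells per well were seeded. Next, compound or vehicle (23 nL) was pinned in, plates sat 48 hr at 37 C. Finally Hoechst was added for 40 min before fluorescence scanning.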
HT1080 IDH1KD tx: qHTS for induction of synthetic lethality in tumor cells producing 2HG: qHTS for the HT-1080-IDH1KD cell line; HT-1080 IDH1 knockdown viability, ATP luminescence, 48 h; Potency, µM (series often up to 46.1 µM), for inactives: at the highest dose activity, negative = toxicity, usual class: cytotoxic; 360,000 tested, 2% active;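 also: potency is read from the fitted curve at half-maximal effect; 0% = DMSO wells and -100% = cell-free medium wells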
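Using the IDH1-knockdown HT-1080 line run in the same batch and compound series as the NT line, viability after 48 h at 37 °C was determined by CellTiter-Glo luminescence and expressed as % activity.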
* hit, by the source's call; i = inactive; ? = inconclusive; . = not tested or not shown; & = joins results of further samples; [ ] = another dose, or the depositor's remark. Unless noted, calls follow the shape of the dose curve; as a rule, active = well fitted curve in the direction sought with a large enough effect; inconclusive = small, poorly fitted or top-dose-only effect, or another doubt; inactive = no such curve, though single readings can be large; an effect the other way counts as inactive or inconclusive.

Screens in order: S2 tox | KB-3-1 cytotox | HepG2 tox | MCF10A rerep | IL-1B inflam inh | HT1080NT lethal | ATXN2 expr inh | SW480 rereplic | HT1080 IDH1KD tx
- Cc1cc(C)n(C(C)CNS(=O)(=O)c2ccccc2)n1 (configuration not stated)
  i | -10.2% | -4.5% | -10.1% | 7.1 | 6.2% | 10.8% | -23.0% | -0.9%
- OC[C@@H]1CN(Cc2ccc3c(c2)OCO3)C[C@H](n2cnc3c(N4CCOCC4)ncnc32)O1
  i | -2.8% | -10.1% | . | 3.3 | 5.7% | 6.3% | . | 14.8%
- COc1ccc(/C=C2\CCC(C3CCCC3)C2=O)c(OC)c1 (configuration not stated)
  i | -0.5% | 6.1% | 0.7% | 57.5 | 5.5% | 26.7% | -6.6% | 10.4%
- Cn1c(=O)n(Cc2ccccc2F)c(=O)c2c1nc1n2CCN1Cc1ccco1
  i | 1.9% | -40.9% | 1.3% | -0.5 | -0.3% | -3.6% | -2.6% | 0.1%
- CC(C)[C@H](NC(=O)c1ccccc1)C(=O)OCC(=O)Nc1ccc(S(=O)(=O)N2CCOCC2)cc1
  i | -3.5% | 2.0% | 0.6% | 18.8 | 5.5% | 0.9% | -1.1% | 12.0%
- CCNC(=S)N/N=C(\C)c1ccc2c(c1)OCCO2
  i | 0.2% | 4.4% | ? | -19.2 | 20.3% | 19.3% | ? | 14.6%
- COc1cc(C2/C(=C(\O)c3ccc4c(c3)OCCO4)C(=O)C(=O)N2Cc2ccco2)ccc1O (configuration not stated)
  i | 25.4% | -39.4% | 4.7% | -6.4 | 19.4% | 2.4% | 3.8% | 13.2%
- CCOc1ccc(C2NC(=O)NC(c3ccccc3)=C2C(C)=O)cc1OC (configuration not stated)
  i | -3.8% | -33.3% | 3.3% | -15.8 | 1.5% | -3.6% | -40.1%[inhibitor] | 8.8%
- O=C(CCCSc1nnc(SCCCC(=O)c2ccc(F)cc2)s1)c1ccc(F)cc1
  i | -20.9% | 5.6% | ? | -80.6* | -13.4% | -24.2% | ? | -9.5%
- CC[C@@]12C(=O)N(c3ccc(OC)cc3)C(=O)N1[C@H](c1cccc(C)c1)[C@@H]1C(=O)N(Cc3ccccc3)C(=O)[C@@H]12
  ? | 5.3% | 5.7% | -1.5% | -1.7 | 10.0% | 11.3% | -7.0% | 11.4%
- COc1cccc(NC(=O)CN2C(=O)COc3ccc(Cl)cc32)c1
  i | 0.5% | -17.8% | -3.0% | 0.7 | -9.1% | -21.8% | 4.2% | -3.2%
- CCC(C(=O)NCCC1=CCCCC1)c1ccccc1 (configuration not stated)
  i | -3.5% | -4.3% | 28.2% | -0.9 | 12.3% | -1.3% | 0.6% | 6.3%
- O=C(Cn1nnc(-c2ccccc2)n1)N/N=C/c1ccc(-c2ccc(Cl)cc2)o1
  ? | -9.3% | 5.6% | ? | -8.9 | 2.5% | ? | -1.0% | 12.5%
- COc1ccc(Cn2c(CCC(=O)Nc3ccc(C)cc3)nc3cccnc32)cc1
  i | -1.3%&-4.5% | -4.5%&-43.9% | ? | ? | -3.3% | -27.2%&-11.9% | 2.9% | -10.9%
- CCCCc1ccc(NC(=S)NCC2CCCO2)cc1 (configuration not stated)
  i | -11.8% | -21.9% | -2.1% | 36.3 | -4.7% | -18.6% | 1.4% | ?
- O=C(Cc1c(C(=O)O)[nH]c2ccccc12)NCCN1CCN(c2cccc(Cl)c2)CC1
  i | 20.6% | 12.3% | 1.4% | 15.0 | 13.4% | -7.0% | 0.2% | 2.0%[9.24 µM]
- COc1cccc(CNC(=O)C2CCC(CNS(=O)(=O)c3ccc4c(c3)CCCC(=O)N4)CC2)c1 (configuration not stated)
  i | -17.3% | -30.5% | . | . | . | 18.1% | . | .
- COc1ccc(-c2noc(CCC(=O)NC3CCCCCC3)n2)cc1OC
  ? | -9.9% | 2.7% | . | -19.0 | 2.1% | . | . | 0.7%
- CN(C)CCCNC1CS(=O)(=O)CC1O (configuration not stated)
  i | 5.6% | 21.3% | 8.8% | 22.5 | 4.6% | -2.3% | -2.3% | 0.7%
- Nc1c(SCCC(=O)O)ccc2c1C(=O)c1ccccc1C2=O
  ? | -22.2% | -33.5% | 5.5% | -4.9 | -24.6% | -20.0% | -21.9% | ?
- CCOC(=O)CSC1=Nc2ccccc2C2=NC(CCC(=O)NCc3ccccc3)C(=O)N12 (configuration not stated)
  i | ? | -5.5% | . | . | . | 4.5% | . | .
- NC(=O)c1nsc(C(=O)N(CC(=O)NC2CCCC2)c2ccc(F)c(Cl)c2)c1N
  i | 7.9% | 0.0% | ? | -7.2 | -4.7% | 14.7% | ? | -3.8%
- CCOc1ccc(N2C(=O)CC(C(C)c3ccccc3)C2=O)cc1 (configuration not stated)
  i | 0.0% | -6.2% | 4.7% | 12.0 | 3.2% | . | -1.7% | 0.6%
- COc1ccc(NC(=O)CSc2nnc(Cc3ccc(C)cc3)c(=O)n2N)cc1
  i | -8.4% | -1.6% | ? | -18.3 | -8.1% | 5.0% | 9.4% | -12.7%
- CCCOc1ccc(C2c3c(oc4ccc(F)cc4c3=O)C(=O)N2CCc2ccc(OC)cc2)cc1 (configuration not stated)
  i | 5.3% | -61.6% | . | . | . | 10.2% | . | .
- Cc1ccc(C(=O)N/C(=C\c2ccco2)C(=O)NCCc2c[nH]c3ccccc23)cc1
  i | -4.1% | -43.7% | 11.9% | -7.3 | -3.3% | -11.4% | 0.3% | -3.3%

A second format for some results above:
mol	S2 tox	KB-3-1 cytotox	HepG2 tox	MCF10A rerep	IL-1B inflam inh	HT1080NT lethal	ATXN2 expr inh	SW480 rereplic	HT1080 IDH1KD tx
NC(=O)c1nsc(C(=O)N(CC(=O)NC2CCCC2)c2ccc(F)c(Cl)c2)c1N	i	7.9%	0.0%	?	-7.2	-4.7%	14.7%	?	-3.8%
CCOc1ccc(N2C(=O)CC(C(C)c3ccccc3)C2=O)cc1 (configuration not stated)	i	0.0%	-6.2%	4.7%	12.0	3.2%	.	-1.7%	0.6%

Arranged by SMILES length (lowest first): 3 of the compounds above.
Screens in order: S2 tox | KB-3-1 cytotox | HepG2 tox | MCF10A rerep | IL-1B inflam inh | HT1080NT lethal | ATXN2 expr inh | SW480 rereplic | HT1080 IDH1KD tx
- CCC(C(=O)NCCC1=CCCCC1)c1ccccc1 (configuration not stated)
  i | -3.5% | -4.3% | 28.2% | -0.9 | 12.3% | -1.3% | 0.6% | 6.3%
- Nc1c(SCCC(=O)O)ccc2c1C(=O)c1ccccc1C2=O
  ? | -22.2% | -33.5% | 5.5% | -4.9 | -24.6% | -20.0% | -21.9% | ?
- COc1ccc(NC(=O)CSc2nnc(Cc3ccc(C)cc3)c(=O)n2N)cc1
  i | -8.4% | -1.6% | ? | -18.3 | -8.1% | 5.0% | 9.4% | -12.7%
